RSV antiviral HEp-2 – RSV antiviral activity via CPE protection, HEp-2 cells, primary 10 µM value included (AID 2391). one-dose CPE inhibition, % at 10 µM; IC50 in µM for titrated hits. HEp-2 cells, RSV-induced CPE inhibition; higher % means a stronger effect. 310,000 compounds, 0.13% hits; in the data active = a potency from the dose series; inconclusive = CPE inhibition mostly from about 23% at the one dose, without a potency; inactive = the rest, 99 in 100 with CPE inhibition below about 21%; also: strong numbers were not always called active
West Nile virus CPE – West Nile virus antiviral activity, cell-based, CPE readout (AID 1621). CPE inhibition, % at 10 µM, or IC50 in µM where a hit was titrated. 290,000 compounds, 0.02% hits. West Nile virus-infected cells, CPE inhibition; higher % means a stronger effect; in the data active = a potency from the dose series; inconclusive = CPE inhibition mostly from about 3.7% at the one dose, without a potency; inactive = the rest, 99 in 100 with CPE inhibition below about 2.2%; also: strong numbers were not always called active
UTI89 phage lysis – inhibition of K1F phage lysis, E. coli UTI89, bacterial capsule biogenesis inhibitors, alamar blue (AID 488966); E. coli UTI89 K1F phage lysis, alamar blue, 2 h; higher % means a stronger effect; inhibition, % at 100 µM; hits with a dose series show IC50 in µM; 340,000 compounds, 0.02% hits;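 active = phage lysis inhibition, versus mean bacterial control, above a set limit; inconclusive = no clear call, values can overlap the other calls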;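 also: capsule biogenesis inhibitors block K1F phage lysis so surviving cells raise fluorescence; higher fluorescence means more inhibition of phage lysis; actives were called in the ten point dose series up to 300 µM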
Yfh1-depleted yeast – enhancers of respiration in Yfh1-depleted yeast, dose response, Friedreich's ataxia, plus single-dose screen (AID 1465); fold induction at 50 µM; hits with a dose series show EC50 in µM; S. cerevisiae Yfh1-off respiration, WST-1 reduction, 72 h; higher fold induction means a stronger effect; 220,000 compounds, 0.074% hits;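 active = fold induction of absorbance versus untreated yeast above a set limit, then at least 30% activation at any dose in follow-up; inconclusive = repeats straddling the limit, or above it without dose testing; inactive = fold induction below the set limit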;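 also: activators that raise dye reduction in frataxin-depleted yeast; strong numbers were not always called active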
NS5 inhibitors – Dengue-2 NS5 methyltransferase inhibitors, primary screen, biochemical, confirmation dose response (AID 588689). Genome polyprotein (Dengue virus type 2 (strain 16681-PDK53)). Dengue-2 NS5 methyltransferase capping enzyme assay, biochemical; higher % means a stronger effect. inhibition, % at 25 µM; hits with a dose series show IC50 in µM. 340,000 compounds, 0.3% hits; in the data active = a potency from the dose series; inconclusive = inhibition above about 29% without an active follow-up result
XIAP displacement – XIAP antagonists, biochemical, IAP family, fluorescence polarization (AID 1018) | 200,000 compounds, 0.007% hits | E3 ubiquitin-protein ligase XIAP (Homo sapiens) | XIAP BIR domain, fluorescence polarization peptide displacement; higher % means a stronger effect | displacement, % at 20 µM, or IC50 in µM where a hit was titrated; in the data active = displacement above about 50%; also: a part of the inactive calls stands beside numbers as strong as those of hits
WT yeast gro inh – growth inhibition of WT strain, primary screen, mitochondrial fusion inhibitor project, WT and mutant strains, chemical genetic. mitochondrial fusion phenotypic screen. 190,000 compounds, 2.1% hits. inhibition, % at 10 µM; in the data active = inhibition above about 58%; tested in S. cerevisiae
CSM14.1 death rescue – rescue of cells from ER stress-induced death, primary screen, 384-well, CSM14.1, thapsigargin, ATP luminescence (AID 1222). CSM14.1 thapsigargin-induced death rescue, ATP luminescence; higher % means a stronger effect. cellular ATP content (survival), % at 20 µM; hits with a dose series show EC50 in µM. 190,000 tested, under 10 active;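 active = EC50 below 50 µM in the dose-response confirmation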;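 also: death triggered by thapsigargin at about 15 µM added after 2 h compound pretreatment; cell ATP read after overnight thapsigargin exposure of roughly 18 to 22 hours; normalized against plate controls of thapsigargin alone and 5% DMSO vehicle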
SV40 large T antigen – SV40 large T antigen inhibitors, biochemical (AID 1903); SV40 large T antigen ATPase/helicase inhibition assay; higher % means a stronger effect; inhibition, % at 20 µM, or IC50 in µM where a hit was titrated; 310,000 compounds, 0.39% hits; in the data active = a potency from the dose series; inconclusive = inhibition mostly from about 32% at the one dose, without a potency; inactive = the rest, 99 in 100 with inhibition below about 32%; also: strong numbers were not always called active
WT yeast gro inh mutant strain – recorded beside WT yeast gro inh, whose call it bears; inhibition, %; mitochondrial fusion phenotypic screen, mutant strain inhibition
* hit, by the source's call; i = inactive; ? = inconclusive; . = no result given; [ ] = another dose, or the depositor's remark. Compounds were not picked by outcome; any-hit rate near 2.2%.

molecule,RSV antiviral HEp-2,West Nile virus CPE,UTI89 phage lysis,Yfh1-depleted yeast,NS5 inhibitors,XIAP displacement,WT yeast gro inh,WT yeast gro inh mutant strain,CSM14.1 death rescue,SV40 large T antigen
O=C(CNS(=O)(=O)c1cccc2nsnc12)NC1CCCCC1,0.7%,-0.2%,-0.1%,i,-6%,-8.5%,9,-11,-2.0%,0%
COc1ccc(-n2c(C)nc3c(cnn3-c3ccc(C)cc3)c2=O)cc1,10%,-1.8%,1.7%,i,-4%,-10%,11,0,.,0%
CCNC(=O)CC1C(=O)N(c2ccc(C)cc2)C(=O)N1CCC(C)C (stereo not drawn),1.4%,0.6%,0.2%,.,-4%,.,.,.,.,6%
O=S(=O)(c1ccc(F)cc1)N1CCN(C(=S)NCc2ccccc2)CC1,1.1%,-0.1%,0.2%,i,-2%,-9.3%,-9,5,-0.4%,1%
CCOc1ccc(C(=O)c2ccncc2)cc1,3.8%,-0.2%,0.1%,i,6%,-1.2%,0,-3,0.5%,7%
O=C(COC(=O)c1cc[n+]([O-])cc1)NCCc1ccc(Cl)cc1Cl,1.4%,0.0%,-1.0%,i,-7%,-20%,-3,-5,0.1%,7%
CCc1nc2n(n1)C(O)c1cc([N+](=O)[O-])ccc1S2 (stereo not drawn),.,0.7%,1.7%,i,8%,.,.,.,.,12%
Cc1ccc(SCC(=O)Nc2cccc(NC(=O)c3ccco3)c2)cc1,-1.2%,-0.1%,0.4%,i,-1%,-6.2%,21,38,4.6%,4%
Cc1cc2oc(=O)c3c(c2cc1OCc1nn[nH]n1)CCCC3,1.8%,0.1%,0.0%,i,-10%,-6.0%,17,2,-0.7%,26%
COC(=O)c1ccc(NC(=S)N2CCN(Cc3ccccc3Cl)CC2)cc1,-0.4%,0.3%,0.2%,i,-2%,-4.2%,30,19,0.8%,0%
COc1ccccc1C(=O)Nc1ccccc1C(=O)N1C(C)CCCC1C (stereo not drawn),0.6%,-1.5%,-0.1%,i,4%,-4.4%,0,0,1.0%,1%
O=C(O)c1c(Cl)c(Cl)c(Cl)c(Cl)c1C(=O)N1CCCCCC1,-0.6%,1.1%,0.4%,i,3%,-6.1%,17,6,-1.3%,5%
COc1ccc(-c2c(C)nc(N)nc2-c2ccc(OC)cc2O)cc1,0.7%,-0.3%,1.3%[50 µM],.,11%,.,.,.,.,0%
O=C(Nc1ccc(N2CCOCC2)cc1N1CCOCC1)c1ccc(Br)cc1,1.2%,-0.6%,-0.1%,.,2%,.,.,.,.,19%
COc1c(O)cc2c(c1O)C(=O)CC(c1ccccc1)O2 (stereo not drawn),.,0.6%,.,i,.,3.0%,17,-4,-2.6%,5%
COc1ccc(-c2csc(N(CC3CCCO3)C(=O)c3ccccc3)n2)cc1 (stereo not drawn),1.9%,-0.9%,0.1%,i,-4%,-0.8%,15,10,2.1%,5%
O=C(Nc1cccc(S(=O)(=O)N2CCCC2)c1)c1ccccc1OC(F)F,3.0%,-0.1%,0.1%,.,-6%,.,.,.,.,3%
C/C(=N/Nc1ncc(C(F)(F)F)cc1Cl)c1ccncc1,?,0.4%,.,i,.,2.5%,-1,11,0.4%,0%
O=C(Nc1ccc2c(c1)OCO2)c1ccc(N2C(=O)c3ccccc3C2=O)cc1,1.8%,0.1%,-0.1%,i,-4%,-16%,3,-17,-2.5%,0%
O=[N+]([O-])c1ccc(Cl)c(CN2CCC(O)CC2)c1,0.6%,0.1%,-2.5%,i,-4%,-5.3%,-6,9,-1.1%,14%
CC(NC(=O)CN1CCCC1)c1ccccc1 (stereo not drawn),1.1%,-0.3%,0.2%,.,-2%,.,.,.,.,6%
CC1Cc2cc(/C(O)=C3/C(=O)C(=O)N(CCCN4CCOCC4)C3c3ccc(C(C)C)cc3)ccc2O1 (stereo not drawn),15%,-0.7%,0.2%,.,1%,.,.,.,.,18%
CC1(C)Cc2c(sc(NC(=O)C(C)(C)C)c2C#N)C(C)(C)N1,2.4%,0.7%,1.2%,i,3%,-2.7%,-14,-7,2.9%,6%
O=C(COc1ccccc1/C=C\c1nc(O)c([N+](=O)[O-])c(=O)[nH]1)Nc1ccccc1,.,-0.4%,0.1%,i,2%,-7.5%,-13,7,-1.3%,13%
C[C@@H](NC(=O)c1nc[nH]c1C(=O)N[C@@H](Cc1ccccc1)C(=O)OC(C)(C)C)c1ccccc1,2.1%,-0.5%,-0.5%,i,-2%,-2.0%,21,-2,3.0%,5%
COc1ccc2c(c1)C(=O)C(=O)N2CC1COc2ccccc2O1 (stereo not drawn),6.5%,0.2%,-0.1%[50 µM],.,2%,.,.,.,.,15%
CCOC(=O)CN1C(=O)C(=O)c2cccc(C)c21,1.3%,-0.1%,5.0%,i,-1%,-3.0%,18,5,.,9%
CCCCc1nc2cc(C(=O)NC(C)c3cnn(C)c3)ccc2o1 (stereo not drawn),1.8%,1.5%,0.1%,.,-8%,.,.,.,.,7%
COc1cccc(-n2nnc3c(=O)n(CC(=O)N4CCCCC4)cnc32)c1,3.1%,-0.3%,5.0%,i,-2%,-6.5%,2,2,0.0%,13%
CCN(CC)c1ccc2cc(C(N)=O)/c(=N\NC(=O)c3ccncc3)oc2c1,5.0%,0.7%,.,?,.,-4.0%,-14,-5,1.0%,18%
CCCNC(=O)[C@H](Cc1c[nH]c2ccccc12)NC(=O)c1ccccc1Cl,0.3%,-0.9%,3.8%,i,-1%,-3.6%,-1,-20,1.8%,4%
CC1(C)NC(=O)N(CCOCCSc2ccccc2)C1=O,1.0%,0.4%,3.0%,i,-3%,-7.3%,10,-3,1.3%,22%
COc1ccc(N2CC(C(=O)OCC(=O)c3ccc(C)cc3)CC2=O)cc1 (stereo not drawn),0.2%,0.5%,0.2%,i,1%,-3.2%,-12,-10,0.7%,6%
Oc1oc(-c2cccc3ccccc23)nc1/C=N/c1nccs1,0.6%,-1.0%,1.7%,i,-1%,-0.9%,10,-5,0.7%,11%
O=C(COC(=O)c1cccc(Cl)c1Cl)NCCN1C(=O)CSC1=O,1.2%,0.1%,0.2%,i,1%,-5.8%,-7,-15,-0.9%,19%
Cc1cccc(Nc2ncnc3c2cnn3C)c1,2.0%,-0.4%,0.2%,i,0%,-3.2%,-4,-11,0.1%,.
CCOc1cccc2sc(N(CCN(C)C)C(=O)c3ccc4c(c3)OCCO4)nc12,1.1%,0.1%,1.2%[50 µM],.,-4%,.,.,.,.,8%
Cc1ccc(-n2nc3c(=O)n(CC(=O)NCCc4cccs4)nc(C)c3c2C)cc1,22%,-0.8%,0.2%,.,-17%,.,.,.,.,8%
CNC(=O)c1c(NC(=O)CS(=O)(=O)c2ccc(Cl)cc2)sc(C)c1C,7.1%,.,2.3%[50 µM],.,-9%,.,.,.,.,10%
CN(C(=O)C1CCC(=O)N(C2CC2)C1)C1CCCCC1 (stereo not drawn),0.0%,0.0%,0.0%,.,4%,.,.,.,.,5%
O=C(NN=C1C2CC3CC1CC(Cl)(C3)C2)c1cccs1,0.5%,-0.1%,-0.1%,i,-5%,-7.9%,15,3,1.7%,-6%
Cc1cccc(/C=N/NC(=O)c2cccc(Cl)c2)n1,5.6%,0.1%,0.2%,.,-5%,.,.,.,.,11%
CC(C)OCCCN1CC(=O)N2[C@@H](Cc3c([nH]c4ccccc34)C2(C)C)C1=O,2.4%,-1.9%,0.3%,.,-5%,.,.,.,.,11%
CC(C)OC(=O)c1cc2c(=O)[nH]c(C(Cl)(Cl)Cl)nc2o1,-0.3%,0.2%,-0.8%,i,-7%,-15%,9,12,-0.3%,7%
Cc1ccc(OCC(=O)O/N=C(\N)c2cccnc2)cc1,1.6%,-0.2%,-0.2%,i,-4%,-6.3%,18,1,-0.8%,3%
COc1cc(C(C)=O)ccc1OCC(O)Cn1nc(C)c(C(C)=O)c1C (stereo not drawn),3.5%,-0.2%,1.6%,.,2%,.,.,.,.,48%
Cc1ccc(-c2nc3ccccc3[nH]2)cc1NC(=S)NC(=O)c1ccccc1Br,16%,0.9%,1.4%,i,5%,-7.3%,70,72,4.9%,6%
COC(=O)C[N+](C)(C)CC#Cc1ccccc1,0.7%,0.4%,-9.4%,i,-2%,-15%,-15,7,-4.4%,5%
N#Cc1ccccc1OCC(=O)NC(=O)NCc1ccccc1,0.6%,-0.6%,0.1%,i,-3%,2.9%,6,-39,-1.1%,-10%
O=C(Nc1ccccc1[N+](=O)[O-])c1cccc(N2C(=O)CCC2=O)c1,0.6%,0.0%,0.2%,.,-8%,.,.,.,.,4%
CCOC(=O)c1nn(-c2ccccc2)c(=O)cc1SC1CCCCC1,0.7%,-0.7%,-0.5%,i,-5%,1.0%,9,10,1.5%,10%
COc1ccc(-n2nc(C(=O)NCC(=O)N3CCCC(C)C3)c3ccccc3c2=O)cc1 (stereo not drawn),2.5%,0.6%,0.0%,.,2%,.,.,.,.,5%
COc1ccccc1Cn1c(=S)[nH]c2cc(C(=O)N3CCC(C(N)=O)CC3)ccc2c1=O,1.1%,1.0%,0.2%,.,-3%,.,.,.,.,-11%
Cc1cc(C)cc(C(=O)N/N=C/c2ccoc2)c1,2.3%,-0.2%,1.1%[50 µM],.,-8%,.,.,.,.,26%
CCOC(=O)C(Cc1ccccc1)NC(=O)CCc1c(C)nc2ncnn2c1C (stereo not drawn),-0.7%,0.5%,0.1%,i,-2%,-3.4%,10,-2,0.6%,-2%
COc1ccc(OC)c(NC(=O)C2CCN(S(C)(=O)=O)CC2)c1,1.1%,-0.5%,4.8%,i,-2%,-2.0%,-4,-6,-3.2%,16%
Clc1ccccc1Cc1noc(CN2CCCCC2c2ccccn2)n1 (stereo not drawn),1.1%,-1.5%,-0.1%,i,19%,-5.9%,22,6,1.2%,4%
CCOc1ccc(N=Nc2c(C)[nH]n(-c3ccccc3)c2=O)cc1,3.5%,-0.7%,-0.9%,.,.,.,.,.,.,9%
